# sdo1 growth: sdo1-depleted yeast growth rescue; z-score at 10 µM; 140,000 compounds, 0.21% hits; AID 817; S. cerevisiae sdo1-depleted JHY4D growth rescue, OD600 30 h; hits give high values; pdr5 snq2 efflux-pump mutant strain;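 active = z-score above 3 at both the 24 hr and the 30 hr optical density reads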;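 note: z-score against mean and SD of all compound wells on the same plate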
# Insulin prom inh: TRM-6 insulin promoter activity inhibition | TRM-6 cells (human fetal islet line), insulin promoter-eGFP reporter, imaging; reporter expression induced with tamoxifen | 130,000 compounds, 0.9% hits | inhibition, % at 2 µM;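 active = inhibition above the mean plus 3 SD, with well images judged a real hit on visual review, cut at about 60% in these data, passing the limit was not always enough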
# sdo1 growth Rescue 24 h: further read-out of sdo1 growth, marked with its call; z-score; S. cerevisiae sdo1-depleted JHY4D growth rescue, OD600; measured here: growth rescue at 24 h;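 0 is the plate mean of compound wells and units are plate SD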
# The depositor's hits bear a star; . = no result given; & = joins results of further samples; [ ] = remark or other dose. Outcome played no part in choosing rows (roughly 0.99% active in at least one column).
cpd	Insulin prom inh	sdo1 growth	sdo1 growth Rescue 24 h	SMILES
1	.	-1.8	0.23	CCOC(=O)CSc1nc2sc3c(c2c(=O)[nH]1)CCCC3
2	-15	.	.	CC1(C)CN(c2ccc(-c3ccnc4ncnn34)cc2)C1=O
3	50	0.69	0.2	Cc1ccc(CNC(=O)C2=NNC(=O)CC2)cc1
4	-33	-1.4	0.03	CC12COC3(C(=O)Nc4ccc(Cl)cc4)CC1CCC32C (stereo not drawn)
5	.	0.95	0.97	Cn1ccc(C(=O)OCC(=O)c2ccccc2)n1
6	0	1.1	3.6	COc1ccc(NC(=O)CSc2nc(N3CCCCC3)nc(N3CCCCC3)n2)cc1
7	0	-0.75	1.6	O=C(NCCC1=CCCCC1)C1CCN(c2nc3ccccc3o2)CC1
8	-56	.	.	Cc1occc1C(=O)N/N=C/C=C\c1ccccc1[N+](=O)[O-]
9	53	-2	-1.6	COc1cc(NC(=O)NCCN2CCN(c3ccc(Cl)cc3)CC2)ccc1C
10	76*	-2.4	-1.5	CCCc1cc(C(N)=O)c(NC(=O)c2ccoc2C)s1
11	54	.	.	C=CCn1nnnc1-c1cc(Cl)cc(Cl)c1
12	0	-1.4	-1.5	Cc1ccc(C(=O)c2oc3ccccc3c2N)cc1
13	50	1.1	0.55	CC1=NN(c2ccccc2)C(=O)/C1=C\c1ccc(Oc2ccc([N+](=O)[O-])cc2[N+](=O)[O-])cc1
14	.	1.2	-0.53	CCc1nnc(NC(=O)CCC(=O)N2CCN(C3CCCCC3)CC2)s1
15	-407	0.99	1.1	COc1ccc(S(=O)(=O)N2CCOCC2)cc1Cl
16	.	0.37	0.05	C1=C(N2CCOCC2)/C(=C/c2nc3ccccc3[nH]2)CC1
17	-46	.	.	Cc1c(NC(=O)CCSCCc2ccccn2)cccc1[N+](=O)[O-]
18	.	-0.22	0.67	Cc1cc(/C=C2/C(=O)NN(c3ccccc3)C2=O)c(C)n1-c1cccc(O)c1
19	7	-0.18	0.31	CCNC(=O)CCc1nc(-c2ccc(C(C)(C)C)cc2)no1
20	.	0.17	-0.25	CCOC(=O)c1sc(NC(=O)c2ccc(C)o2)nc1C
21	-18	1.2	0.89	CC(=O)Nc1ccc(N/C=C/C(=O)C(C)(C)C)cc1
22	57	-1.7	-0.5	Cc1nc(NCc2ccc3c(c2)OCO3)c2oc3ccccc3c2n1
23	.	0.43	0.39	Cc1ccc(NC(=O)c2onc(C)c2Cl)cc1
24	-26	1.3	1.4	CCN(CC)C(=S)Nc1ccc([N+](=O)[O-])cc1
25	3	-2.7	-1.8	CC(=O)NC1C(c2nc3ccccc3s2)=C(c2ccccc2)C(=O)N1c1ccc(C)cc1 (stereo not drawn)
26	50	.	.	COc1ccc(/C=C2\SC(=O)N(CC(=O)Nc3cccnc3)C2=O)cc1OC
27	-7	0.07&0.71	-0.05&-0.22	Cc1ccc(S(=O)(=O)NCCCCCC(=O)N(C)C)cc1
28	-38	0.5	0.63	CCCCn1nnnc1SCC(=O)N1CCCC1
29	.	-0.17[11.1 µM]	-0.62	CSc1nc(SCC(=O)NCc2ccco2)c2c3c(sc2n1)CN(C)CC3
30	-47	-1.3	-2.5	NC(=O)NC(=O)CSc1nc(-c2ccccc2)c(-c2ccccc2)n1CC1CCCO1 (stereo not drawn)
31	36	.	.	O=C(O)Cn1cc(/C=c2/sc3nc4ccccc4n3c2=O)c2ccccc21
32	-31	0.55	0.19	Cc1cc(NC(=O)CSc2nnc(-c3ccco3)n2Cc2ccccc2)no1
33	-94	1.3	0.65	CC(C)NC(=O)NS(=O)(=O)c1cnccc1NC1CC2CCC1C2 (stereo not drawn)
34	-17	.	.	CCC(C(=O)NCc1ccncc1)c1ccccc1 (stereo not drawn)
35	3	0.53	0.65	COC(=O)CSc1nnc(SCc2ccc(Cl)cc2)s1
36	-23	0.81	0.97	COc1cc(C(=O)NC2CC3CCCC(C2)N3CC(=O)Nc2ccccc2)cc(OC)c1OC (stereo not drawn)
37	-14	0.75	1.4	O=C(NCCc1c[nH]c2ccccc12)c1cc(S(=O)(=O)N2CCCCC2)ccc1N1CCOCC1
38	.	-0.28	-0.84	Cn1c(SCC(=O)NCc2ccco2)nc2ccccc2c1=O
39	-51	-0.11	-0.92	Cc1[nH]c2ccccc2c1C(=O)CN1CCC2(CC1)OCCO2
40	-31	1.9	2.6	COc1ccc(C(=O)Nn2cnnc2)c(OC)c1
41	.	0.72	0.07	Cn1nccc1C(=O)Nn1cnnc1
42	7	8.3	2.2	O=S(=O)(Nc1cccc(-c2cn3cccnc3n2)c1)c1ccc(-c2ccccc2)cc1
43	37	-0.89	-1	O=C(O)c1cnn2c1NC(c1ccc(F)cc1)CC2C(F)(F)F (stereo not drawn)
44	.	0.25	-0.42	C/C(=C\c1ccccc1)CN(C)CCN(C)C
45	25	0.65	0.53	Cc1cccc(Nc2nnc(C)c(=O)n2N)c1
46	-7	.	.	COCCNc1cc(C)nc2cc(-c3ccc(C)cc3)nn12
47	-238	-0.38	-0.5	Cc1cc(/C=C2/C(=O)N(C)C(=S)N2C)c(C)n1C1CC1
48	-18	2	2.1	CC(=O)c1cc(C)ccc1OC(=O)CCN1C(=O)C2C3c4ccccc4C(c4ccccc43)C2C1=O (stereo not drawn)
49	.	0.93	1	CCc1cccc(C)c1NC(=O)Cn1c(NCCO)nc2ccccc21
50	.	0.88	0.43	CCOc1cc(N2CCOCC2)c(OCC)cc1NC(=O)Cc1cn2ccsc2n1
51	-27	0.33	-0.21	Cc1[nH]n(-c2ccccc2)c(=O)c1C(c1ccc(C(=O)O)cc1)c1c(C)[nH]n(-c2ccccc2)c1=O
52	-61	0.06	-0.14	Cc1ccc(CNC(=O)C2(NC(=O)Nc3ccc(C)cc3)CCCCC2)cc1
53	-3	-0.5	-0.82	CCSc1ccccc1C(=O)Nc1cccc(OC)c1
54	14	0.6	0.4	Cc1ccc([N+](=O)[O-])cc1NC(=O)C1CCN(S(C)(=O)=O)CC1
55	-31	0.67	1.1	CCOC(=O)N1CCN(CCC(=O)Nc2ccccc2OC)CC1
56	.	-0.31	-0.68	O=C(COc1ccccc1Cl)NCCc1ccc2c(c1)OCCO2
57	6	0.53	0.17	O=S(=O)(Cc1ccccc1)N1CCN(Cc2ccccc2)CC1
58	.	1.5	1.6	CCC(=NCCN1CCNCC1)C1=C(O)CC(C)(C)CC1=O
59	-15	-0.84	0.13	c1ccc(C(Cc2nc(-c3cccnc3)no2)c2ccccc2)cc1
60	-28	-0.36	0.21	O=C(C1CCN(S(=O)(=O)c2cccnc2)CC1)N1CCN(c2ccccc2Cl)CC1

# Rewritten field by field: part of the list above
49	CCc1cccc(C)c1NC(=O)Cn1c(NCCO)nc2ccccc21
  Insulin prom inh: .	sdo1 growth: 0.93	sdo1 growth Rescue 24 h: 1

50	CCOc1cc(N2CCOCC2)c(OCC)cc1NC(=O)Cc1cn2ccsc2n1
  Insulin prom inh: .	sdo1 growth: 0.88	sdo1 growth Rescue 24 h: 0.43

51	Cc1[nH]n(-c2ccccc2)c(=O)c1C(c1ccc(C(=O)O)cc1)c1c(C)[nH]n(-c2ccccc2)c1=O
  Insulin prom inh: -27	sdo1 growth: 0.33	sdo1 growth Rescue 24 h: -0.21

52	Cc1ccc(CNC(=O)C2(NC(=O)Nc3ccc(C)cc3)CCCCC2)cc1
  Insulin prom inh: -61	sdo1 growth: 0.06	sdo1 growth Rescue 24 h: -0.14

# (cont.)
cpd	Insulin prom inh	sdo1 growth	sdo1 growth Rescue 24 h	SMILES
61	.	2.1	2.8	CCCNC(=S)Nc1ccc(CC(=O)OC)cc1
62	36	.	.	Cn1nc(C(=O)Nc2ccc(S(=O)(=O)N3CCCCC3)cc2)c2ccccc2c1=O
63	3	0.15	-0.43	CCOC(=O)N1CCC(NC(=O)c2cnn3c2NC(c2ccco2)CC3C(F)(F)F)CC1 (stereo not drawn)
64	-33	-1.2	-0.53	C/C(=N\NC(=S)NC(C)C)c1ccc2c(c1)OCCO2
65	78*	.	.	O=C(N/C(=C\c1cccs1)C(=O)N1CCOCC1)c1cccs1
66	-13	-1.1	-0.36	COc1ccc(N=c2sc3ccccc3n2C)cc1
67	-22	-0.58	-0.8	COC(=O)C(C#N)C(c1cccnc1)c1c(C)[nH][nH]c1=O (stereo not drawn)
68	23	-1.1	-1.4	O=S(=O)(c1cc(C(F)(F)F)ccc1Cl)N1CCCCCC1
69	.	0.2	-0.33	CC(C)c1c(O)nc(SCC(=O)Nc2ccc3c(c2)CCC3)[nH]c1=O
70	-6	-1.6	-1.3	COc1ccc(C(=O)On2c(-c3ccc(Br)cc3)nc3ccccc3c2=O)cc1
71	.	0.28	0.64	O=C1C(=O)N(Cc2cccnc2)C(c2ccccn2)/C1=C(/O)c1ccccc1 (stereo not drawn)
72	-9	1.4	2	C[C@@H](O)C1NC(=O)[C@H](CCCCN)NC(=O)c2cc([N+](=O)[O-])cc(I)c2OCC[C@@H](C(N)=O)NC1=O (stereo partly drawn)
73	0	-1.6	-0.92	COc1cc(/C=C2/C(=N)N3C=CSC3=NC2=O)ccc1OCCCOc1c(C)cccc1C
74	.	-0.22	-0.06	COC(=O)/C=c1\sc2n(c1=O)C(C)=CC(C)(C)N=2
75	.	-0.32	0.11	COC(=O)c1ccc(Cl)c(NC(=O)Cc2ccccc2[N+](=O)[O-])c1
76	.	-0.14	-0.4	O=C(NCCc1ccccc1)C1c2ccccc2C(=O)N1C1CC1 (stereo not drawn)
77	-26	0.5	1.7	CCc1nc2nc(C)cc(Nc3cccc(C(F)(F)F)c3)n2n1
78	0	-1.1	-1.8	COc1cccc(CN2CCN(C(=O)c3cccs3)CC2)c1OC
79	-4	0.43	0.54	CCOC(=O)C1=C(C)OC(N)=C(C(=O)OCC)C1c1ccncc1 (stereo not drawn)
80	.	-0.42	-1.3	CCCCCCn1c(=O)[nH]c2nc3cc(N)c(C)cc3nc2c1=O
81	7	-1.3	-0.78	O=C(Nc1ccc(F)cc1)N(Cc1ccco1)Cc1cc2cc3c(cc2[nH]c1=O)OCO3
82	-33	-1.1	-1.1	Cc1ccc(S(=O)(=O)/N=C(\N)Nc2nc(C)c3ccc(C)cc3n2)cc1
83	-41	-0.03	-0.51	CN(c1ccc(C(=O)O)cc1)S(=O)(=O)c1ccccc1
84	31	-0.07	0.18	CC(=O)Oc1ccc2c(C)c(CC(C)O)c(=O)oc2c1 (stereo not drawn)
85	.	0.31&2.2	-0.4&2	O=C(CN1C(=O)C2CC=CCC2C1=O)Nc1ccc(S(=O)(=O)NC2=NCCCCC2)cc1 (stereo not drawn)
86	.	1	1.1	CCOc1ccc(N(CC(=O)NC2CCCCCC2)S(=O)(=O)c2c(C)[nH]c(=O)[nH]c2=O)cc1
87	-248	0.6	0.21	COc1ccc(NC(=O)CN2C(=O)C(C)Oc3ccccc32)cc1 (stereo not drawn)
88	3	0.48	0.34	Cc1ccc(S(=O)(=O)n2cnc3cc([N+](=O)[O-])ccc32)cc1C
89	21	0.41	-1.5	Cc1ccc(S(=O)(=O)/N=S(\C)C(C)C)cc1 (stereo not drawn)
90	87*	-0.61	-0.34	CCCCN1CCc2c1nc1ccc(Br)cc1c2N

# Four compounds from above, arranged by the number in Insulin prom inh, descending:
cpd	Insulin prom inh	sdo1 growth	sdo1 growth Rescue 24 h	SMILES
9	53	-2	-1.6	COc1cc(NC(=O)NCCN2CCN(c3ccc(Cl)cc3)CC2)ccc1C
45	25	0.65	0.53	Cc1cccc(Nc2nnc(C)c(=O)n2N)c1
6	0	1.1	3.6	COc1ccc(NC(=O)CSc2nc(N3CCCCC3)nc(N3CCCCC3)n2)cc1
21	-18	1.2	0.89	CC(=O)Nc1ccc(N/C=C/C(=O)C(C)(C)C)cc1

# Additional results follow:
cpd	Insulin prom inh	sdo1 growth	sdo1 growth Rescue 24 h	SMILES
91	.	0.2	-0.35	N#CCCN(CCC#N)c1nncs1
92	13	-0.15	-0.76	O=C(O)c1ccc2c(c1)C(=O)N(C(Cc1ccccc1)C(=O)O)C2=O (stereo not drawn)
93	44	.	.	Cc1cc(NC(=O)c2ccccc2F)nc2c1c(=O)oc1ccccc12
94	.	0.12	0.52	Cc1ccc(SCCC(=O)Nc2ccc(Br)c(C)c2)cc1
95	-63	0.93	1.1	O=C(NC1(C(F)(F)F)NC(=O)N(Cc2cccnc2)C1=O)c1ccc(F)cc1 (stereo not drawn)
96	.	0.73	0.32	CCOC(=O)N/N=C(C)/C=C/c1ccccc1
97	47	.	.	Cc1ccc2c(C)cc(=S)[nH]c2c1
98	-56	1.7	2	CCCC(=O)NCCc1cc(OC)c(OC)cc1Br
99	24	.	.	C=CCOc1c(Br)cc(CNn2cn[nH]c2=S)cc1OC
100	.	-0.57	-0.23	COc1ccc(NC(=O)CSc2nnc(-c3ccccc3)n2Cc2ccco2)c(OC)c1
101	-31	0.7	0.32	Cc1cc(C)c(C#N)c(SCC(=O)c2cc(C)n(CCc3ccccc3)c2C)n1
102	.	-2.3	-2.2	O=C(NCc1ccco1)C1CCN(C(=O)c2cc3sccc3n2Cc2ccc(Cl)cc2)CC1
103	.	-0.75	-0.95	CCOC(=O)Cc1nnc(NC(=O)c2cccc(OCC)c2)s1
104	-26	0.66	-0.27	O=C(NCC1CCCO1)C1CCCN(Cc2cnn(-c3ccccc3)c2-n2cccc2)C1 (stereo not drawn)
105	7	0.65	0.44	CNC(=O)CSc1nc2c(c(=O)n(C)c(=O)n2C)n1Cc1ccc(C)cc1
106	35	.	.	COc1cc([N+](=O)[O-])cc2cc(C(=O)NC(C)(C)C)c(=O)oc12
107	-28	.	.	Cc1cccc(C)c1-n1c(SCC(=O)Nc2ccc(C(=O)O)cc2)nnc1-c1cccc(S(=O)(=O)N(C)C)c1
108	-20	-0.9	-1.2	CC(NC(=O)Cn1c(NCCO)nc2ccccc21)c1ccccc1 (stereo not drawn)
109	.	-0.07	-0.49	COc1ccc(N(CC(=O)N2CCC(C)CC2)S(=O)(=O)c2c(C)nn(C)c2C)cc1
110	16	0	-0.02	O=C(Nc1ccc(S(=O)(=O)N2CCCC2)cc1Cl)C1=COCCO1

# Screening data from PubChem BioAssay.
